Compound activity: PubChem BioAssay, several laboratories
BaF3 parental = parental Ba/F3 cell viability inhibition, counter-screen for JAK2V617F inhibitor project, murine pro-B, CellTiter-Glo luminescence; CellTiter-Glo ATP luminescence; inhibition, % at 5.6 µM; 1.1% of 220,000 active; AID 1486, 2009;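 active = inhibition above a per-campaign cutoff, the mean inhibition of all tested compounds plus 3 SD, cut at about 27% in these data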;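 also: 0% = DMSO wells and 100% = JAK Inhibitor I control wells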
NPY-Y1 PAM-ag = NPY-Y1 receptor potentiators or agonists, primary screen, cell-based. Neuropeptide Y receptor type 1 (Homo sapiens), P25929. NPY-Y1 expressing cells, potentiator/agonist activation. activation, % at 3.6 µM. 0.37% of 220,000 active; in the data active = activation above about 33%, passing the limit was not always enough;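 also: cells stimulated with NPY at EC10 then isoproterenol at EC100; 0% = low agonist plus stimulus and 100% = saturating agonist plus stimulus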
S1P4 agonist = S1P4 receptor agonists, primary screen, cell-based. S1P4-expressing cell line, agonist reporter assay. activation, % at 4.98 µM. 0.35% of 220,000 active. AID 1509, 2009; in the data active = activation above about 11%;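 also: 0% = DMSO vehicle and 100% = reference agonist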
Target sequence (O95977 whole entry, looked up): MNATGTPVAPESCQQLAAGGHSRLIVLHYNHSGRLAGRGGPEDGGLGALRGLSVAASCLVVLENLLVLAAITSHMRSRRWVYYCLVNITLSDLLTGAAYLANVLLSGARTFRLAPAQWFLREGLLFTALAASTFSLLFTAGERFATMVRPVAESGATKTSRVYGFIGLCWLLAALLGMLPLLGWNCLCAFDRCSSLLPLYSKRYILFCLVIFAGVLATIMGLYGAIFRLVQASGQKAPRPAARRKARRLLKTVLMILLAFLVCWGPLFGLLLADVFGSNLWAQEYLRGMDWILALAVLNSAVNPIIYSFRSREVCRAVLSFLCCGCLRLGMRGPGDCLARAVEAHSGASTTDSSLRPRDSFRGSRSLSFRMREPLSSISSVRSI
S1P4 antagonist = S1P4 receptor antagonists, primary screen, cell-based | inhibition, % at 4.98 µM | Sphingosine 1-phosphate receptor 4 (Homo sapiens), O95977 | 0.26% of 220,000 active | AID 1510, 2009 | S1P4-expressing cells, antagonist mode, reporter read-out; in the data active = inhibition above about 29%;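 also: 0% = wells stimulated with agonist and 100% = vehicle wells without agonist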
NPY-Y1 antag = NPY-Y1 receptor antagonists, primary screen, cell-based; 1% of 200,000 active; inhibition, % at 3.6 µM; HEK293-CNG Y1 cells, membrane potential fluorescence; NPY at EC95, then isoproterenol;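 active = inhibition above the campaign mean inhibition of all tested compounds plus 3 SD, cut at about 20% in these data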;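 also: 0% = DMSO wells given NPY plus isoproterenol and 100% = isoproterenol alone without NPY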
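Assay system: HEK293 Y1/CNG channel cell line; Doses: single compound dose of 3.6 µM, 0.4% DMSO; Timing: dye 3 h, compound 60 min room temperature, stimulation 45 min; Technique: Membrane-potential fluorescent dye readout; Measure: % inhibition of NPY effect.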
NCF1 inh = p47phox/p22phox peptide binding inhibitors, primary screen, biochemical, uHTS, NADPH oxidase regulatory subunit | inhibition, % at 24.7 µM | fluorescence polarization, 2 h | 0.53% of 220,000 active | AID 1274, 2008 | Neutrophil cytosol factor 1 (Homo sapiens), P14598;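 active = inhibition above about 30%, limit read from the data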;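 also: 0% = p47phox with labelled peptide and 100% = labelled peptide alone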
Target sequence (P14598 whole entry, looked up): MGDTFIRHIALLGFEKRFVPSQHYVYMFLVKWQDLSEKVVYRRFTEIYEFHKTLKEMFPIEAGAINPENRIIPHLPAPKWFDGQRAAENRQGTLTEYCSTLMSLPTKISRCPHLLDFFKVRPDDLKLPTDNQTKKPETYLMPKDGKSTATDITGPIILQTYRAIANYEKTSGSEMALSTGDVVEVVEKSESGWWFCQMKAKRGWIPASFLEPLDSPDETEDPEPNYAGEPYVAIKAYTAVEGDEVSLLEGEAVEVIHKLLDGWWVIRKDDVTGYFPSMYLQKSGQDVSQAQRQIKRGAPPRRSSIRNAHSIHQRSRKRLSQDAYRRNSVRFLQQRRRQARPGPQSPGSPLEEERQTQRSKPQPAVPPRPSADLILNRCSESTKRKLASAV
NPY2 pot ag = NPY-Y2 potentiators or agonists, primary screen, cell-based | 0.45% of 220,000 active | activation, % at 3.6 µM | cells expressing NPY-Y2, potentiator/agonist read-out; in the data active = activation above about 27%;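 also: cells stimulated with NPY near EC25 plus isoproterenol at EC100; 0% = vehicle plus submaximal agonist and 100% = vehicle plus saturating agonist; some results beyond the cut were filed as inactive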
Ba/F3 V617F tox = reduced viability of JAK2V617F-dependent Ba/F3 cells, primary screen, JAK2V617F inhibitor project, cell-based, Ba/F3 EpoR-JAK2V617F, luminescence; ATP luminescence; inhibition, % at 5.6 µM; 1.1% of 220,000 active; AID 1446, 2008;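 active = inhibition above the campaign mean plus 3 SD over all tested compounds, cut at about 24% in these data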;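 also: cytokine-independent growth of Ba/F3 cells driven by EpoR plus mutant JAK2; 0% = DMSO-treated cells and 100% = JAK inhibitor I control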
CHOP inh = inhibitors of CHOP promoter induction, primary screen, cell-based, unfolded protein response, luciferase reporter; 3.8% of 220,000 active; CHO-K1 CHOP-promoter luciferase, tunicamycin-induced, 15-18 h; inhibition, % at 10 µM;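 active = compounds that reduced the stress-induced luciferase reporter signal by more than about 70% of percent inhibition, limit read from the data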;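 also: 0% = tunicamycin plus vehicle and 100% = wells without tunicamycin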
Starred values were filed as active, the others as inactive; nt = no result given; & = joins results of further samples.

SMILES	BaF3 parental	NPY-Y1 PAM-ag	S1P4 agonist	S1P4 antagonist	NPY-Y1 antag	NCF1 inh	NPY2 pot ag	Ba/F3 V617F tox	CHOP inh
CCOC(=O)C(C)/C(C)=N/NC(=O)CCC(=O)Nc1cc(C)ccc1C (centres undefined)	13	9	2.3	-2	0	-7	12	3	-7
CCn1ncc(Br)c1C(=O)Nc1ccn(C23CC4CC(CC(C4)C2)C3)n1	4	1	0.2	1	7	-1	1	0	-5
NC(=O)c1c(/N=C/c2cccs2)sc2c1CCCC2	-6	3	-0.5	-18	nt	-15	8	-5	12
CN1C2CCC1CC(NC(=O)c1ccc(Cl)cc1)C2 (centres undefined)	1	-14	-1.6	7	nt	7	4	-3	6
CCN(C(=O)c1cc(Cl)ccc1OC)c1ccccc1C	8	-4	2.2	-6	-1	-4	-16	1	14
COc1ccc(S(=O)(=O)N2CC(O)CC2C(=O)OCc2nc3sc(C)c(C)c3c(=O)[nH]2)cc1 (centres undefined)	7	-9	3.6	-5	1	-21	4	3	-16
CCn1c(SCC(=O)NC(C)(C)C)nc(O)cc1=O	0	13	0.9	-13	-4	-14	-4	1	3
Cc1[nH]nc2c1C(c1ccccc1F)NC2=O (centres undefined)	1	20	1.4	-8	3	-11	-5	0	24
COc1ccc(OC)c(NC(=O)Nc2cc(C(=O)O)ccc2C)c1	7	4	-1.2	-3	1	-13	-4	0	-3
Cc1c(Cl)c([N+](=O)[O-])nn1CC(=O)Nc1ccc2c(c1)OCO2	5	2	-0.2	-20	-4	-1	-3	2	31
CCOc1ccc2[nH]c(=O)c(CN(CCO)C(=O)CC)cc2c1	5	-7	-5.2	7	6	-1	4	-2	-7
CCC(C(=O)OC)n1cnc2c(cnn2-c2ccc(Cl)cc2)c1=O (centres undefined)	1	5	0.2	12	5	2	-7	1	58
COc1cc(NC(=O)c2ccccc2Cl)c(OC)cc1NC(=O)CN1CCOCC1	4	0	0.6	14	2	-8	-11	-3	-18
CN(C)C(=O)Oc1cccc([N+](C)(C)C)c1	4&3	-10&-1	1.2&-0.6	-20&-16	-6&-7	-1&-2	16&5	-2&-2	12&23&-5
O=C(CSc1nc2ccccc2c(=O)[nH]1)N1CCOCC1	6	14	-2.2	-5	1	-8	5	0	-18
CCc1nnc(NC(=O)CSc2nnc3scc(-c4ccc(C)cc4)n23)s1	1	-2	2.1	-3	-4	nt	9	-4	nt
CS(=O)(=O)NCCSCc1c(F)cccc1Cl	5	-6	-2.1	5	2	-6	6	3	33
O=[N+]([O-])c1ccc(N2CCCC2)cc1N1CCCC1	9	-30	0.5	6	-2	-18	-10	2	6
C/C(=N\N=C(N)N)c1ccc(Cl)cc1Cl	7	-9	0.1	-8	-2	-8	-4	-1	26
COc1cccc(NC(=O)CCCn2c(=S)[nH]c3ccccc3c2=O)c1	1	-6	0.2	5	7	-7	6	-3	34
Cc1cc(C(=O)NNC(=O)Nc2ccc(Cl)cc2)no1	-3	-18	-1.7	12	nt	-2	97*	4	6
CCCn1nnc(NC(=O)c2cccc(OCC)c2)n1	1	-17	1.1	-26	-3	-7	2	-5	5
Cc1sc2c(c1C)c(=O)n(-c1ccccc1)c(=O)n2CC(=O)NCC1CCCO1 (centres undefined)	7	-6	0.0	-6	2	-9	-10	3	0
CC(NC(=O)c1cccc(N2CCCC2=O)c1)c1ccc2c(c1)OCCO2 (centres undefined)	1	-19	0.8	-13	-5	-12	2	0	14
CSCCC(NC(=O)C1CCC(C)CC1)C(=O)NCc1ccco1 (centres undefined)	7	-4	1.1	-8	5	-8	-27	5	16

Additional structures.
SMILES	BaF3 parental	NPY-Y1 PAM-ag	S1P4 agonist	S1P4 antagonist	NPY-Y1 antag	NCF1 inh	NPY2 pot ag	Ba/F3 V617F tox	CHOP inh
Cc1ccc(NC(=O)CSc2nnc(Cn3cnc4ccccc43)o2)c(C)c1	2	22	0.0	-3	-2	-16	7	-2	7
C=C(C)Cn1c(SCC(=O)N/N=C/c2ccccc2)nc2ccccc2c1=O	4	-16	-0.2	-12	0	-1	-10	0	25
COc1cccc(CC(NC(C)=O)C(=O)NC2CCN(c3c4c(nc5ncnn35)CCC4)CC2)c1OC (centres undefined)	9	13	-0.1	0	-2	2	-12	0	13
CC(C)Oc1cc(S(=O)(=O)N2CCCCC2)ccc1N	11	22	2.5	-2	5	-1	12	0	22
N/C(=N\OC(=O)c1ccc(Br)cc1)c1ccncc1	5	3	-0.4	-25	8	-10	-2	2	-6
S=c1nccc(-c2cccs2)[nH]1	5	5	1.7	-4	4	-5	-2	0	27
Fc1ccccc1CSc1ccc(-c2ccco2)nn1	1	10	1.0	-26	2	8	-2	-2	-3
Cc1oc(-c2ccc(Cl)cc2)nc1CN1CCCC(C(=O)NCc2cccnc2)C1 (centres undefined)	2	10	0.7	1	0	-2	19	-3	53
Cc1ccc(NC(=O)N2CCCc3ccccc32)cc1	0	-16	-2.6	-11	7	1	-9	-3	9
NC(=O)N1OCC2COc3ccc4ccccc4c3C21 (centres undefined)	2	2	-0.7	-5	2	-85	-16	0	-2
CCOC(=O)c1[nH]c(C)c(/C(O)=C2\C(=O)C(=O)N(CCN3CCOCC3)C2c2cccs2)c1C (centres undefined)	0	13	0.5	0	2	-21	14	-1	-23
COc1ccc(C(=O)NCCNC(=O)c2cc(OCC(F)(F)F)ccc2OCC(F)(F)F)cc1	11	-3	2.4	-4	-4	-9	0	-3	40
Cc1cc(C(=O)NCCN2CCCCC2C)n(-c2ccccc2)n1 (centres undefined)	1	2	2.1	13	-5	-31	-6	-1	25
Cc1nc2ncnn2c(C)c1CCC(=O)Nc1csc(N)n1	0	10	1.5	-24	-2	-15	-4	-4	-26
Cc1noc(C)c1S(=O)(=O)Nc1ccccc1Oc1ccccc1	6	6	-2.7	8	nt	-12	1	-3	-3
CC(C)C(=O)Nc1ccc(-c2nc3cccnc3o2)cc1	9	14	-1.9	-12	-8	-5	-3	0	-11
CCSC1=N/C(=C/c2ccsc2)C(=O)N1c1ccccc1	7	-18	0.3	-13	7	-8	-3	0	10
Cc1cc(C)cc(NC(=S)NCc2ccc(S(N)(=O)=O)cc2)c1	7	5	2.1	-22	0	-6	0	2	-4
Cc1cc(C)cc(C(=O)N(CCc2ccccc2)C2=CC3CCC(C2)N3C)c1 (centres undefined)	6	-4	-0.3	-9	6	-5	-27	0	34
CC(C)NC(=O)C1CCN(C2CCN(Cc3ccc4cccc(F)c4n3)CC2)CC1	-2	0	0.9	-13	-1	-16	-15	-3	18
COc1ccc(NC(=O)CSc2nccc(C)n2)cc1	0	4	0.2	-4	-3	3	-8	-2	3
Cc1ccccc1S(=O)(=O)Cc1ccc(C(=O)N2CCN(c3ccc(F)cc3)CC2)o1	8	-8	-0.5	2	-1	-10	-2	7	32
COC(=O)c1ccccc1S(=O)(=O)N(Cc1cc2cc3c(cc2[nH]c1=O)OCO3)C1CCCCC1	3	-12	-4.8	-10	0	-4	-8	1	53
Clc1ccc(NNc2ccnc3cc(Cl)ccc23)cc1	2	16	0.4	-15	-2	-4	0	2	13
O=C(COc1ccc(S(=O)(=O)NC2CCCCC2)cc1Cl)NCC1CCCO1 (centres undefined)	3	5	1.0	-25	-6	-7	13	-4	9

(list continues)
SMILES	BaF3 parental	NPY-Y1 PAM-ag	S1P4 agonist	S1P4 antagonist	NPY-Y1 antag	NCF1 inh	NPY2 pot ag	Ba/F3 V617F tox	CHOP inh
Cc1ccccc1OCC1CN(CN2CCOCC2)C(=O)O1 (centres undefined)	2	-6	1.0	-4	0	-8	-1	-3	39
Cc1ccc(S(=O)(=O)Nn2c(O)c(C=C3N=c4ccccc4=N3)sc2=S)cc1	0	38	-0.2	-2	nt	-27	32	4	28
Cc1cccc(C2N(c3ccc(F)cc3)C(=O)C3CCCN32)c1 (centres undefined)	7	-20	-1.6	-29	11	nt	4	-1	nt
CC(C)[C@H](NC(=O)c1ccco1)C(=O)OCC(=O)Nc1ccc(Cl)c(S(=O)(=O)N(C)C)c1	-8	7	1.0	-12	nt	5	10	-2	-10
Nc1cccc(Oc2ccc([N+](=O)[O-])cc2)c1	5	-20	0.0	-6	1	-8	-14	2	19
COc1cc(OC)c(NC(=O)c2ccoc2C)cc1Cl	3	3	-1.5	3	19	-3	-10	-5	8
COc1ccc(C2C(C#N)=C(N)Oc3cc(C)n(CCN4CCOCC4)c(=O)c32)cc1OC (centres undefined)	10	-1	-0.2	0	3	-6	-2	1	-3
Cc1ccc2nc(-c3ccncc3)c(NC3CCCC3)n2c1	2	1	0.3	8	1	-2	-4	-6	19
Cc1ccc2nc(/C(C#N)=C\c3ccc(N4CCCCC4)c([N+](=O)[O-])c3)[nH]c2c1	4	-21	-1.0	12	-4	10	-4	-2	79*
Cc1ccc(NC(=S)NCC2CCN(C(C)c3ccccc3)C2)cc1C (centres undefined)	-1	3	-1.7	13	8	-10	-26	-2	7
CCCOc1ccc(C2NC(=S)NC(C)=C2C(=O)c2ccccc2)cc1OC (centres undefined)	8	-23	-0.9	2	-2	-27	3	1	15
O=C(c1ccccc1)N1CCCC(C(=O)N2CCN(c3ccccc3)CC2)C1 (centres undefined)	2	-9	0.7	4	nt	4	-1	-3	11
COc1cc(NS(=O)(=O)c2ccc(NC(=O)CN3C(=O)c4ccccc4C3=O)cc2)nc(OC)n1	10	-1	2.4	7	-1	5	-4	0	-3
O=C(Nc1ccc(N2CCN(C(=O)c3ccccc3)CC2)cc1)c1cc2ccccc2o1	4	7	-0.1	11	-7	2	4	-2	55
COc1ccc(N(Cc2nnc3n2CCCCC3)C(=O)Nc2ccccc2)cc1	-1	14	2.0	0	-6	-4	4	-4	0
CCN(CC)c1cc2nc(C)n(Cc3ccccc3)c(=O)c2cc1NC(=O)C1CC1	1	17	-1.7	15	2	-11	0	-5	2
Cc1cccc(OCc2nnc(SCn3nnc4ccccc4c3=O)o2)c1	8	-28	-1.4	-1	9	-7	-10	5	56
CC/C(=N/Nc1cccc(C)c1)c1cnnc(SC)n1	1	-1	-0.1	-11	-1	-5	15	0	97*
O=C(COc1ccccc1Cl)NCc1ccncc1	3	17	0.3	-11	2	0	6	-2	24
COc1cccc(C2c3c(oc4ccccc4c3=O)C(=O)N2CCCN(C)C)c1OC (centres undefined)	1	10	-0.8	2	1	2	-7	-2	21
CCCC(=O)N1CCN(c2ccc([N+](=O)[O-])cc2Cl)CC1	1	1	-0.4	-2	3	-2	-1	-1	11
COC(=O)c1ccc(Nc2nnc(-c3ccc(C)c(S(=O)(=O)NCC4CCCO4)c3)c3ccccc23)cc1 (centres undefined)	3	9	5.3	-15	4	-7	2	-2	43
